TNAP inhibition: inhibition of tissue-nonspecific alkaline phosphatase – biochemical, luminescent (AID 518); inhibition, % at 20 µM, or IC50 in µM where a hit was titrated; purified TNAP enzyme, luminescent substrate readout; higher % means a stronger effect; 64,000 tested, 0.09% active; in the data active = a potency from the dose series; inactive = the rest, 99 in 100 with inhibition below about 22%;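 note: plate controls were vehicle for no effect and reference inhibitor for full effect; many of its hits are not listed in these tables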
LYP inhibition: LYP phosphatase inhibitors, primary screen, biochemical, DiFMUP fluorescence, recombinant catalytic domain, 10 µM (AID 606) | recombinant LYP catalytic domain, DiFMUP fluorescence; higher % means a stronger effect | one-dose inhibition, % at 10 µM; IC50 in µM for titrated hits | 52,000 tested, under 10 active;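 active = IC50 under 40 µM in the dose-response test; inactive = IC50 of 40 µM or more, or never dose-tested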
HT1080 cytotoxicity: HT1080 cell viability loss – fluorescence readout (AID 620); HT1080 viability, fluorescence; higher % means a stronger effect; cytotoxicity, % at 10 µM; hits with a dose series show EC50 in µM; 87,000 tested, 0.42% active;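 note: cells exposed to compound overnight then 4 h with Alamar Blue; 0% = vehicle DMSO and 100% = killing control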
HPDE-C7K KRASV12: cytotoxicity in KRAS-transformed pancreatic duct cells, primary screen, cell-based, fluorescence, HTS (AID 431) | HPDE-C7K KRASV12 cells, Alamar Blue viability, 48 h; higher % means a stronger effect | one-dose cytotoxicity, % at 10 µM; EC50 in µM for titrated hits | 63,000 tested, 1.7% active;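 active = compounds whose percent cytotoxicity in the single-dose primary screen, scaled between solvent and toxic-drug controls, exceeds 50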;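 note: 0% = DMSO solvent wells and 100% = doxorubicin-treated wells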
HPDE-C7 cytotoxicity: HPDE-C7 pancreatic duct cell viability loss – fluorescence, HTS (AID 430) | 63,000 tested, 1.8% active | HPDE-C7 pancreatic duct cells viability, fluorescence; higher % means a stronger effect | one-dose cytotoxicity, % at 10 µM; EC50 in µM for titrated hits;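 note: cells exposed to compound for 48 hours before viability readout; 0% = vehicle and 100% = reference cytotoxic drug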
PMK inhibit: inhibitors of Streptococcus pneumoniae phosphomevalonate kinase; purified PMK, PK/LDH-coupled NADH absorbance 340 nm; inhibition, % at 10 µM; 65,000 tested, 0.49% active; AID 539;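 active = top-ranked compounds by inhibition in the single 10 µM screen, taking a fixed number of the strongest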;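 note: 0% = full reaction with DMSO carrier and 100% = background rate without enzyme reaction; no value below 0 was filed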
DPM-DC inhibit: inhibitors of Streptococcus pneumoniae diphosphomevalonate decarboxylase; purified DPM-DC, PK/LDH coupled NADH fluorescence; 65,000 tested, 0.49% active; calls only at 10 µM;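 active = the 320 compounds with the highest percent inhibition in the single-dose primary screen, excluding strongly autofluorescent ones, cut at about 32% in these data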;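 note: kinetic rate of NADH fluorescence loss reporting ADP formed by the decarboxylase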
Bfl-1 inhibitors: displacement of Bid BH3 peptide from Bfl-1 – biochemical, fluorescence polarization, FITC-Bid, mouse, primary screen (AID 432). FITC-Bid BH3 peptide fluorescence polarization displacement; higher % means a stronger effect. displacement, % at 20 µM, or IC50 in µM where a hit was titrated. 64,000 tested, 0.02% active; in the data active = a potency from the dose series; inactive = the rest, 99 in 100 with displacement below about 15%; note: strong numbers were not always called active
Spn MK inh: blocks S. pneumoniae mevalonate kinase | 65,000 tested, 0.48% active | purified MK, PK/LDH-coupled NADH absorbance 340 nm | inhibition, % at 10 µM | AID 555;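 active = ranked among the strongest by inhibition in the single 10 µM screen, a fixed top-ranked set picked for dose follow-up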; note: no value below 0 was filed
PMK inhibit pilot replicates: second read-out of PMK inhibit, no call of its own (marks repeat the call); inhibition, %; measured here: pilot screen replicates
Spn MK inh pilot replicates: recorded beside Spn MK inh, whose call it bears; inhibition, %; measured here: pilot screen replicates
DPM-DC inhibit pilot screen %: further read-out of DPM-DC inhibit, marked with its call; inhibition, %; measured here: pilot screen trials
* marks the source's active call; other numbers are inactive results; i = inactive; x = no result given; + = active, no number. Cut-off read from the data, not from the text of the source, unless noted: active = cytotoxicity above about 50%; inactive = the rest.

SMILES | TNAP inhibition | LYP inhibition | HT1080 cytotoxicity | HPDE-C7K KRASV12 | HPDE-C7 cytotoxicity | PMK inhibit | DPM-DC inhibit | Bfl-1 inhibitors | Spn MK inh | others
CC(=O)OC(C(=O)NCS(=O)(=O)c1ccc(C)cc1)c1cccnc1 (stereo not drawn) | 2.6% | 6.2% | -3.1% | -5.4% | 4.1% | 17.0 | i | -2.1% | 0.0
Cc1ccn2cc(CCNC(=O)CC(C)(C)C)nc2c1 | 7.2% | x | -7.8% | -10.9% | -0.1% | 14.0 | i | 2.0% | 1.0 | PMK inhibit pilot replicates=3.0;Spn MK inh pilot replicates=1.0;DPM-DC inhibit pilot screen %=4.0
COc1ccc(C2C(=O)N(C3CCCCC3)CC(=O)N2CCc2ccccc2)cc1OC (stereo not drawn) | -2.5% | 11.6% | -3.2% | -24.4% | -17.3% | 26.0* | i | -2.3% | 0.0
COCCn1nnnc1C(c1cccs1)N1CCN(c2ccccc2)CC1 (stereo not drawn) | 8.0% | x | -13.6% | 1.1% | -4.8% | 5.0 | i | -11.6% | 22.0
Cc1ccc2cc(CCNC(=O)c3ccc(Br)o3)c(=O)[nH]c2c1 | 15.7% | 6.8% | 1.9% | 8.5% | 1.5% | 14.0 | i | -6.1% | 0.0
COc1cccc(-n2ccnc2SCC(=O)Nc2cc(OC)ccc2OC)c1 | 0.0% | 22.9% | 0.2% | -14.8% | -21.0% | 11.0 | i | -1.7% | 2.0
O=C(Nc1ccc(-c2nc3cccnc3s2)cc1)c1ccc(Br)o1 | 3.6% | x | 0.4% | -5.1% | -13.1% | 9.0 | x | -2.9% | 3.0
Cc1noc(C)c1COC(=O)CCCOc1ccc(Cl)cc1Cl | 5.3% | 0.2% | -2.1% | 5.6% | 3.7% | 7.0 | i | -0.5% | 3.0
Cc1nnc(C)c2c(C)n(Cc3ccc4c(c3)OCO4)c(C)c12 | 2.7% | 13.8% | 15.1% | 2.6% | 13.1% | 14.0 | i | -1.3% | 7.0 | PMK inhibit pilot replicates=1.0;Spn MK inh pilot replicates=0.0;DPM-DC inhibit pilot screen %=6.0
O=C(CCN1CCCCC1)Nc1ccc(Br)cc1 | -2.0% | -1.7% | -3.7% | -27.3% | -9.7% | 0.0 | i | 1.6% | 0.0
CC(=O)N1CCN(c2ccc(NCc3ccc(C)s3)cc2)CC1 | 5.3% | 3.1% | -4.4% | -8.3% | -16.3% | 15.0 | i | -6.6% | 9.0
COc1ccc(CNC(=O)C(OC(C)=O)c2ccccn2)cc1 (stereo not drawn) | 3.3% | 1.3% | 19.5% | -4.3% | 0.7% | 11.0 | i | -1.1% | 2.0
COc1ccc(-n2nnc3c(=O)n(C/C=C/c4ccccc4)cnc32)cc1 | 15.4% | 0.8% | -3.8% | 0.0% | -14.4% | 9.0 | i | -4.3% | 5.0 | PMK inhibit pilot replicates=3.0;Spn MK inh pilot replicates=4.0;DPM-DC inhibit pilot screen %=4.0
O=C(Oc1ccc(Cl)c2cccnc12)N1CCCCC1 | 6.9% | -1.5% | -3.5% | -5.3% | 2.8% | 0.0 | i | -0.5% | 5.0
CC(C)C(c1nnnn1Cc1ccc(F)cc1)N1CCN(Cc2ccc3c(c2)OCO3)CC1 (stereo not drawn) | 3.5% | x | 1.0% | -6.6% | -8.9% | 13.0 | i | 8.6% | 4.0
C=CCn1nnc2sc3c(c2c1=O)CCC(C)C3 (stereo not drawn) | 8.2% | x | x | -15.0% | -22.0% | 0.0 | i | -19.3% | 15.0
O=C(COc1ccc(S(=O)(=O)N2CCc3ccccc32)cc1Cl)NCc1ccccn1 | 12.8% | -3.1% | 31.3% | 3.9% | 4.2% | 1.0 | i | -5.9% | 7.0
O=C(NCCN1C(=O)C2C3C=CC(C3)C2C1=O)Nc1ccccc1O (stereo not drawn) | 9.3% | 5.9% | -0.3% | -0.3% | -11.9% | 17.0 | i | 1.4% | 0.0
Cc1ccc(-n2c(C)cc(C(=O)OCC(=O)N(C)C3CCS(=O)(=O)C3)c2C)cc1 (stereo not drawn) | 8.7% | -2.2% | 8.6% | x | x | 16.0 | i | -3.7% | 1.0
Cc1ccc(S(=O)(=O)N2CCOCC(=O)NCCOCCNC(=O)COCC2)cc1 | 13.5% | 2.4% | 3.1% | 2.4% | -2.9% | 0.0 | + | -0.2% | 4.0 | PMK inhibit pilot replicates=0.0;Spn MK inh pilot replicates=0.0;DPM-DC inhibit pilot screen %=50.0*
Cc1ccc2c(CSc3nnc(C4CC4)n3N)cc(=O)oc2c1C | -5.7% | x | 1.6% | -1.3% | 2.6% | 21.0 | i | -1.8% | 0.0
Cc1ccc(C(=O)Nc2nncs2)cc1S(=O)(=O)N1CCOCC1 | 8.9% | 13.6% | 7.9% | 6.5% | -5.5% | 0.0 | i | 6.9% | 9.0
CC(=O)c1cc(C#N)c(SCC(=O)C(C)(C)C)nc1C | 15.5% | 3.4% | -4.6% | 21.4% | -1.6% | 0.0 | i | -2.3% | 2.0
O=C(COC(=O)c1cc(=O)[nH]c2ccccc12)NC(=O)NC1CCCCC1 | 12.0% | 17.7% | 1.1% | -3.1% | -3.6% | 13.0 | i | -3.9% | 0.0
CCOC(=O)Cc1csc(NC(=O)c2ccc(S(=O)(=O)N3CCCC3)cc2)n1 | 3.6% | 0.3% | 1.1% | -9.1% | 3.9% | 13.0 | i | 3.3% | 12.0

Next section; it opens with the two that closed the last part.
SMILES | TNAP inhibition | LYP inhibition | HT1080 cytotoxicity | HPDE-C7K KRASV12 | HPDE-C7 cytotoxicity | PMK inhibit | DPM-DC inhibit | Bfl-1 inhibitors | Spn MK inh | others
O=C(COC(=O)c1cc(=O)[nH]c2ccccc12)NC(=O)NC1CCCCC1 | 12.0% | 17.7% | 1.1% | -3.1% | -3.6% | 13.0 | i | -3.9% | 0.0
CCOC(=O)Cc1csc(NC(=O)c2ccc(S(=O)(=O)N3CCCC3)cc2)n1 | 3.6% | 0.3% | 1.1% | -9.1% | 3.9% | 13.0 | i | 3.3% | 12.0
COc1ccc(C(=O)N2CCN(c3nnnn3-c3ccccc3)CC2)cc1OC | 6.0% | 2.1% | -2.4% | -3.4% | -5.6% | 1.0 | i | 3.7% | 8.0
COc1ccc(Nc2cc(C)nc(N3CCOCC3)n2)cc1 | 6.5% | 25.5% | 21.5% | -21.1% | -18.5% | 22.0 | i | 5.0% | 8.0
COC(=O)C(C)Sc1nc2c(c(=O)[nH]c(=O)n2C)n1CCCc1ccccc1 (stereo not drawn) | 20.3% | -9.2% | 4.6% | -4.9% | -9.9% | 21.0 | i | 16.8% | 2.0
COc1cc(-c2nnc(CSc3nnc4nc(C)cc(C)n34)o2)cc(OC)c1OC | -3.1% | -20.8% | 18.7% | -36.5% | -36.4% | 16.0 | i | -8.3% | 4.0
COc1ccc(-n2c(=O)cc(N3CCN(Cc4ccccc4)CC3)[nH]c2=O)cc1 | 12.4% | -9.6% | 3.5% | -19.4% | -22.1% | 1.0 | i | -0.4% | 0.0 | PMK inhibit pilot replicates=2.0;Spn MK inh pilot replicates=0.5;DPM-DC inhibit pilot screen %=9.5
CCN1CCN(C(=O)Cn2ncc3c2-c2ccccc2OC3)CC1 | 3.3% | x | -1.6% | -10.2% | -18.7% | 3.0 | i | -9.3% | 6.0
CCCCSc1nc2c(cc1C#N)CCC2 | 14.1% | 4.1% | -7.2% | -2.1% | -6.6% | 13.0 | i | 6.4% | 3.0
O=c1c2ccccc2nc(SCc2nnc(-c3ccccc3)o2)n1-c1ccc(F)cc1F | 5.4% | x | 4.1% | -4.6% | 3.0% | 16.0 | i | 1.2% | 2.0
CC(=O)Nc1cccc(NC(=O)CSc2nnc(Cc3cccn3C)n2-c2ccc(C)cc2)c1 | 4.4% | x | -2.1% | 9.8% | -5.5% | 10.0 | i | 0.4% | 9.0
Cc1ccc(S(=O)(=O)NCCSc2nnnn2-c2cc(C)ccc2C)cc1 | 16.2% | 15.5% | -4.7% | 1.7% | -2.7% | 4.0 | i | -8.2% | 6.0
O=C(OCC(=O)N1CCN(c2ccccc2)CC1)C1=COCCO1 | 5.0% | 6.6% | -8.1% | -9.9% | -1.3% | 12.0 | i | 1.5% | 5.0
Cc1cccc2sc(NC(=O)Cn3cccc3)nc12 | 18.8% | -1.8% | -0.3% | -3.1% | -4.2% | 0.0 | i | -4.9% | 2.0 | PMK inhibit pilot replicates=1.5;Spn MK inh pilot replicates=0.0;DPM-DC inhibit pilot screen %=1.5
CCCCNS(=O)(=O)c1ccc(OC)c2ncccc12 | 23.1% | 2.0% | -10.3% | -2.2% | -18.1% | 19.0 | i | -4.6% | 1.0 | PMK inhibit pilot replicates=1.5;Spn MK inh pilot replicates=1.0;DPM-DC inhibit pilot screen %=6.5
COc1ccc(CN2C(=O)[C@@H]3C(c4ccccc4Cl)=NO[C@@H]3C2=O)cc1 | 4.9% | 5.9% | 6.0% | -1.2% | -8.2% | 6.0 | i | -0.3% | 10.0
CCOc1ccccc1Oc1coc2cc(OC(=O)c3ccco3)ccc2c1=O | 8.6% | -1.2% | 1.0% | -5.4% | 6.8% | 0.0 | i | 1.7% | 9.0
CCS(=O)(=O)N1CCN(C(C)CCc2ccccc2)CC1 (stereo not drawn) | -4.1% | -4.1% | x | 10.8% | 13.6% | 2.0 | i | -2.7% | 42.0*
O=C1CCCC2=C1C(c1cccc(Br)c1)n1nc(-c3ccco3)nc1N2 (stereo not drawn) | 5.0% | -6.2% | 0.7% | -4.1% | -0.5% | 11.0 | i | -5.0% | 5.0 | PMK inhibit pilot replicates=0.0;Spn MK inh pilot replicates=0.0;DPM-DC inhibit pilot screen %=8.5
COCC(=O)Nc1ccc(C(N)=O)cc1 | 9.3% | 3.8% | 3.2% | 0.9% | 8.0% | 8.0 | i | -8.2% | 6.0
CC(=O)c1c(C)nc(-c2ccc3c(c2)OCO3)n1O | 6.9% | x | -0.3% | -5.4% | -6.2% | 17.0 | i | -1.5% | 2.0
Cc1cc(C)n(-c2nc(C)nc(N)n2)n1 | 3.1% | 12.3% | 1.4% | 3.1% | 3.4% | 4.0 | i | -2.3% | 4.0
O=C(NC1CCCCC1)N(CCN1CCCC1)Cc1cc2cc3c(cc2[nH]c1=O)OCCO3 | 8.4% | 4.7% | -12.8% | 5.7% | 3.9% | 14.0 | + | 1.3% | 0.0
CC(=O)c1cc(C#N)c(SCC(=O)OC(C)(C)C)nc1C | -6.9% | x | 2.4% | 1.5% | 2.7% | 18.0 | i | -2.9% | 1.0
O=C(c1cccc(OC(F)F)c1)N1CCN(c2ncccn2)CC1 | 13.4% | -1.8% | -0.6% | -6.4% | -14.1% | 13.0 | i | -3.6% | 0.0
Cc1csc(=Nc2ccc(S(=O)(=O)N3CCOCC3)cc2)n1Cc1ccco1 | 8.9% | x | 0.2% | 4.3% | 4.1% | 10.0 | i | -4.1% | 2.0
COCCCNC(=O)C1CCCN(C(=O)Nc2ccc(OC)cc2)C1 (stereo not drawn) | 18.1% | -1.7% | 0.4% | -1.2% | -3.6% | 16.0 | i | 6.0% | 0.0 | PMK inhibit pilot replicates=4.5;Spn MK inh pilot replicates=2.0;DPM-DC inhibit pilot screen %=0.5

Screens as filed in PubChem BioAssay.
